All columns: NCI-60 one-dose screen, growth in % after 48 h at 10 µM unless noted; 100 = growth as untreated, 0 = no growth, -100 = all killed.
NCI-H322M: NCI-H322M lung cancer | 80,000 tested, 2.7% active | AID 1794733
NCI-H23: NCI-H23 lung cancer; AID 1794731; 80,000 tested, 4% active
NCI-H460: NCI-H460 lung cancer. 82,000 tested, 6.8% active
NCI-H226: NCI-H226 lung cancer. AID 1794732. 79,000 tested, 3.5% active
COLO 205: COLO 205 colon cancer | 79,000 tested, 7.3% active
KM12: KM12 colon cancer cells; 82,000 tested, 5% active
IGROV1: IGROV1 ovarian cancer | 79,000 tested, 4.7% active
NCI/ADR-RES: NCI/ADR-RES ovarian cells | 81,000 tested, 4.4% active | AID 1794790
NCI-H522: NCI-H522 lung cancer. 78,000 tested, 8% active. AID 1794739
* marks the source's active call; other numbers are inactive results; . = not tested or not shown. How the source made its calls: active means growth percent below 10; inactive means the rest.

SMILES	NCI-H322M	NCI-H23	NCI-H460	NCI-H226	COLO 205	KM12	IGROV1	NCI/ADR-RES	NCI-H522
Clc1ccc(Sc2nc(Cl)nc(NC3CCCC3)n2)cc1	.	.	99.4	97.7	113.3	105.6	93.0	96.7	91.2
COc1cccc(-c2nc3sccn3c2-c2ccnc(NCCNC(=O)c3cccc(C(F)(F)F)c3)n2)c1	102.3	70.7	74.3	87.5	46.1	58.6	53.4	38.4	48.8
COc1ccc(-c2csc(NC(=O)CN3CCN(CCO)CC3)n2)cc1NS(=O)(=O)c1cccc2c(N(C)C)cccc12	89.9	88.1	67.1	92.5	62.0	77.2	77.3	93.3	79.0
O=c1[nH][n+](-c2no[n+]([O-])c2-c2ccccc2)no1	102.6	104.0	105.0	.	120.1	104.5	101.8	109.8	98.7
COc1ccccc1/C=C1\COc2ccc(O)cc2C1=O	103.6	101.1	93.3	102.0	87.6	16.6	84.7	38.1	24.6
NS(=O)(=O)c1ccc(Nc2nc(=S)nc(Nc3ccccc3)[nH]2)cc1	103.6	108.8	104.6	109.9	128.1	102.6	94.2	109.7	96.3
CCCCn1c(=O)[nH]c(N)c(C(c2ccc(F)cc2)c2c(N)[nH]c(=O)n(CCCC)c2=O)c1=O	74.8	77.5	51.6	77.7	59.9	61.3	78.8	96.7	51.6
c1ccc(-c2nnnn2-c2ccccn2)cc1	.	88.8	112.5	95.6	111.1	99.4	.	108.3	.
CCOC(=O)c1ccc(N=C(N)N)cc1	98.9	100.4	111.0	101.4	97.3	100.6	106.5	109.5	89.5
Cc1ccc(S(=O)(=O)Nc2nc(Oc3ccccc3)c(C#N)c(-c3ccc(Cl)cc3)n2)cc1	93.0	107.3	80.6	107.5	105.7	82.4	93.8	101.9	100.1
S=C1SC2=Nc3ccc(Cl)cc3C(c3ccccc3)N2C2=NCCN12 (stereo not drawn)	99.4	99.1	101.9	99.4	117.1	102.7	91.2	100.8	80.0
CC(=O)OC1CC2C(C)(C)CCC[C@]2(C)C2=C1C(O)=C(C(C)C)C(=O)C2=O (stereo partly drawn)	.	9.9*	-39.8*	-71.1*	-38.5*	-77.7*	.	3.6*	58.6
NC(=S)N/N=C/c1ccc(N)cc1	99.4	89.5	106.2	.	109.8	102.5	102.7	102.4	92.3
COc1cc(C2CC(c3cccc(Nc4ccncc4)c3)=NN2C(C)=O)cc(OC)c1OC (stereo not drawn)	102.4	104.3	103.0	96.8	95.0	69.5	89.2	97.9	77.9
CCN1CCN(c2nc3ccccc3c3c(=O)c4cc(F)ccc4sc23)CC1	81.2	85.6	38.5	.	.	48.5	57.0	78.3	76.7
Nc1nc(Nc2ccccc2)c2c(n1)-c1ccoc1CC2	106.6	96.1	97.0	94.1	114.9	97.6	104.0	105.9	87.8
BrCC(Br)(CBr)CBr	95.7	96.9	105.0	101.1	107.1	100.9	110.2	107.8	102.7
C#Cc1ccc(-n2c(/C=C/c3cc(OC)ccc3OC)nc3ncccc3c2=O)cc1	84.2	97.2	99.0	91.2	108.5	.	96.0	83.5	70.5
COc1ccc(-c2cc(C(=O)N/N=C/c3c[nH]c4ccccc34)no2)cc1	84.4	97.6	100.6	90.9	105.4	96.8	91.7	93.4	80.7
COC(=O)c1ccccc1[N+](=O)[O-]	104.3	95.0	109.5	102.8	107.4	103.7	104.9	96.2	94.6
CCOC(=O)C(C#N)=C1CCN(C)CC1	106.6	94.3	111.0	111.1	107.6	97.7	96.9	115.3	105.0
Cc1cc2ccccc2cc1Br	103.1	105.7	102.3	107.6	101.1	108.9	100.3	108.7	.
OC1(c2ccccc2Cc2ccccc2)c2ccccc2Oc2ccccc21	86.5	78.2	90.5	86.1	94.6	82.4	79.9	77.1	73.1
Cc1ccc2cccnc2c1N	127.0	93.7	.	103.4	108.9	113.6	114.6	100.6	97.1
CCCC(CCC)C(=O)O	106.9	105.7	117.0	98.8	117.6	110.5	112.1	101.1	109.0
Cc1ccc(/C=C2/COC/C(=C\c3ccc(C)cc3)C2=O)cc1	108.9	110.6	98.5	100.8	124.3	102.9	116.1	125.7	116.6
O=C(Nc1ccsn1)c1ccc(Cl)cc1Cl	117.4	103.1	103.7	112.7	130.7	106.1	109.8	108.8	91.5
N#Cc1c(-c2ccc(F)cc2)n2c(nc1=O)NNCC2=O	106.3	103.0	114.9	94.4	120.4	107.3	98.9	104.9	98.2
Cc1ccc2c(n1)C(=O)C(Oc1ccc(C#N)cc1)=CC2=O	98.2	91.4	99.1	.	.	98.8	104.5	94.5	77.4
Oc1ccc2c(=S)cc(-c3ccc(Br)cc3)oc2c1O	10.5	-13.7*	3.2*	90.5	102.5	12.9	19.0	-8.9*	-27.0*
O=C(Nc1ccc(OCc2nc3ccccc3[nH]2)cc1)Nc1ccc(Cl)c(Cl)c1	85.0	76.6	83.3	92.2	92.2	85.5	42.7	82.0	25.1
Cc1ccc(-c2c(O)c3cc(C)c(C)cc3c3oc(=O)sc23)cc1	96.9	76.0	90.7	90.1	117.6	88.0	86.8	89.9	70.8
CCCCCCCCCCOCCS	101.4	103.8	113.6	108.4	119.2	105.9	94.5	104.3	92.2
Cc1ccc(SC2=C(Sc3ccc(C)cc3)C(=O)c3ccccc3C2=O)cc1	107.0	69.4	65.5	97.4	94.0	34.1	90.6	66.1	.
COc1ccc(S(=O)(=O)n2ccc(-c3ccc4c(c3)CCC(C)(C)O4)n2)cc1	101.0	59.6	75.4	71.4	107.3	81.9	90.8	57.3	55.6
COc1ccc(-n2c(-c3cc4ccccc4nc3Cl)noc2=O)cc1	102.4	95.6	91.4	79.5	103.5	97.8	96.5	88.8	78.7
CCc1cc(Cl)c(OC)c(C(=O)NCC2CCCN2CC)c1O (stereo not drawn)	.	85.5	103.8	94.7	102.6	101.3	98.4	94.2	.
CS(=O)(=O)c1ccc(-n2nc(C(=O)N(O)Cc3ccccc3)cc2-c2ccccc2)cc1	99.9	101.0	113.4	137.3	125.7	103.2	111.9	100.1	88.7
Cc1ccc(-c2nc(SCC(=O)c3ccccc3)nc(Nc3ccc(S(N)(=O)=O)cc3)c2C#N)cc1	99.5	34.5	65.2	71.4	101.5	72.8	86.3	81.7	87.1
C[C@]12CCc3nc(-c4cccc(Oc5cccc(C(F)(F)F)n5)c4)sc3C1=CC[C@@H]1[C@@H]2CC[C@]2(C)/C(=N\NC(=O)c3ccncc3)CC[C@@H]12	110.0	95.1	101.0	81.7	111.3	103.9	99.2	96.5	83.6

Part of the list above, set out differently:
Compound,NCI-H322M,NCI-H23,NCI-H460,NCI-H226,COLO 205,KM12,IGROV1,NCI/ADR-RES,NCI-H522
CCOC(=O)C(C#N)=C1CCN(C)CC1,106.6,94.3,111.0,111.1,107.6,97.7,96.9,115.3,105.0
Cc1cc2ccccc2cc1Br,103.1,105.7,102.3,107.6,101.1,108.9,100.3,108.7,.
OC1(c2ccccc2Cc2ccccc2)c2ccccc2Oc2ccccc21,86.5,78.2,90.5,86.1,94.6,82.4,79.9,77.1,73.1
Cc1ccc2cccnc2c1N,127.0,93.7,.,103.4,108.9,113.6,114.6,100.6,97.1
CCCC(CCC)C(=O)O,106.9,105.7,117.0,98.8,117.6,110.5,112.1,101.1,109.0
Cc1ccc(/C=C2/COC/C(=C\c3ccc(C)cc3)C2=O)cc1,108.9,110.6,98.5,100.8,124.3,102.9,116.1,125.7,116.6
O=C(Nc1ccsn1)c1ccc(Cl)cc1Cl,117.4,103.1,103.7,112.7,130.7,106.1,109.8,108.8,91.5
N#Cc1c(-c2ccc(F)cc2)n2c(nc1=O)NNCC2=O,106.3,103.0,114.9,94.4,120.4,107.3,98.9,104.9,98.2
Cc1ccc2c(n1)C(=O)C(Oc1ccc(C#N)cc1)=CC2=O,98.2,91.4,99.1,.,.,98.8,104.5,94.5,77.4
Oc1ccc2c(=S)cc(-c3ccc(Br)cc3)oc2c1O,10.5,-13.7*,3.2*,90.5,102.5,12.9,19.0,-8.9*,-27.0*
O=C(Nc1ccc(OCc2nc3ccccc3[nH]2)cc1)Nc1ccc(Cl)c(Cl)c1,85.0,76.6,83.3,92.2,92.2,85.5,42.7,82.0,25.1
Cc1ccc(-c2c(O)c3cc(C)c(C)cc3c3oc(=O)sc23)cc1,96.9,76.0,90.7,90.1,117.6,88.0,86.8,89.9,70.8

New compounds follow:
SMILES	NCI-H322M	NCI-H23	NCI-H460	NCI-H226	COLO 205	KM12	IGROV1	NCI/ADR-RES	NCI-H522
NS(=O)(=O)c1ccc(-n2nc(-c3ccc(C4CCCCC4)cc3)ccc2=O)cc1	99.2	98.6	104.6	94.5	89.7	91.3	104.2	99.4	.
Cc1ccc2[nH]c(=S)[nH]c(=O)c2c1	102.3	100.0	106.3	102.3	117.2	100.3	102.7	104.1	94.7
NCCNC(=O)c1cccc(COc2ccccc2NC(=O)c2cc([N+](=O)[O-])c[nH]2)c1	100.1	93.9	100.9	87.9	106.9	99.7	97.4	96.9	93.6
COc1cc2c(cc1OC)C(=O)C(Br)CC2 (stereo not drawn)	101.6	45.8	75.0	90.8	24.6	88.9	41.7	.	-17.3*
Cn1cc(-c2nn3cc(-c4ccncc4)nc3s2)c2cc(F)ccc21	87.9	82.0	65.8	83.5	55.0	81.8	64.9	78.7	86.9
CC(=O)Nc1cccc(C(=O)O)c1	99.4	105.8	105.5	100.7	110.7	110.3	106.8	105.9	105.5
O=C(O)Cc1c(-c2ccccc2)n[nH]c1-c1[nH]nc(-c2ccccc2)c1CC(=O)O	107.0	100.2	128.9	98.7	116.6	112.4	114.2	107.8	108.9
Cc1nn2c(-c3nc4cc(Cl)c(Cl)cc4[nH]3)c(-c3ccc(F)cc3)nc2s1	-20.0*	55.8	-13.4*	4.3*	17.7	39.3	21.2	21.4	65.2
CCCCCCCCCCCCCCCC(=O)OCCCCCCCCCCCCC	109.7	99.5	111.7	101.1	104.2	106.7	107.9	.	105.5
COS(=O)(=O)CCC(=O)Nc1cc(C(=O)Nc2cc(C(=O)NCCC(=O)NC3C(O)C(O)C(CO)O[C@@H]3O)n(C)c2)n(C)c1 (stereo partly drawn)	102.3	96.1	110.2	95.3	117.4	101.3	103.7	101.1	95.7
CCCC(=O)Oc1ccc(C(C)(C)C)cc1Br	103.2	105.5	105.0	96.2	107.5	105.1	106.5	108.1	94.6
CC(=O)Nc1nc(C)c(CCCOc2ccc([N+](=O)[O-])cc2)c(=O)[nH]1	120.8	92.4	100.8	89.9	116.9	105.7	75.0	98.9	73.4
OC(Cc1cc(CC(O)(C(F)(F)F)C(F)(F)F)nc(CC(O)(C(F)(F)F)C(F)(F)F)c1)(C(F)(F)F)C(F)(F)F	13.3	-5.1*	0.5*	11.6	-92.6*	1.3*	20.4	3.8*	-18.6*
C=CCn1c(SCCc2c[nH]c3ccccc23)nnc1-c1ccncc1	97.8	102.6	104.7	95.6	114.9	99.0	101.1	97.0	97.5
C=CCOc1cccc(/C=C2\SC(=Nc3ccc(O)cc3)NC2=O)c1	53.5	40.2	2.2*	-9.2*	.	6.2*	20.3	7.2*	-10.9*
COc1cc(CNC(=O)CCCC/C=C/C(C)C)ccc1OCc1cn(-c2ccc(C)cc2)nn1	89.4	87.9	93.2	75.8	115.2	96.0	98.5	87.4	62.1
O=C(NC1CCN(Cc2ccccc2C(F)(F)F)C1=O)c1cc(C(F)(F)F)ccc1O (stereo not drawn)	93.8	97.5	102.3	93.3	103.8	104.0	100.3	101.2	94.4
Nc1c2c(=S)n(-c3ccccc3)c(=S)n(-c3ccccc3)c2nc(=NCc2ccccn2)n1-c1ccccc1	99.1	93.4	100.3	.	117.2	101.6	115.1	94.7	97.4
CS(=O)(=O)c1ccc(-n2cc(/C=N/O)c(-c3ccc(Cl)cc3)n2)cc1	103.8	.	109.0	100.4	114.7	104.4	102.9	104.6	99.2
CC12CC[C@@H]3[C@]4(C)COC(c5ccccc5Br)O[C@@H]4CC[C@@]3(C)[C@@H]1CC(C1=CCOC1=O)O2 (stereo partly drawn)	95.9	70.3	93.7	72.9	84.6	87.2	88.8	83.0	66.1
COc1cc2c(c(OC)c1OC)C(=O)/C(=C\c1ccccc1)O2	83.7	88.8	91.2	88.1	124.2	102.1	87.0	87.0	67.3
O/N=C(\CSc1nnc(-c2ccccc2)o1)c1ccc(Cl)cc1	105.7	104.1	101.5	103.6	109.6	95.4	.	92.7	85.3
c1ccc(CCC2CCCCN2)nc1 (stereo not drawn)	108.1	103.6	104.1	109.1	131.7	106.3	104.0	103.6	99.1
O=C(CCn1cc[n+](CC(=O)c2ccc(Br)cc2)c1)Nc1cccc2cccnc12	97.0	88.3	104.4	92.3	93.0	93.7	84.0	99.8	87.6
C=C(CNCCNCCN)[C@@H]1CC[C@]2(COC(C)=O)CC[C@]3(C)[C@H](CC[C@@H]4[C@@]5(C)CCCNC(C)(C)[C@@H]5CC[C@]43C)[C@@H]12	82.7	88.3	80.9	83.8	77.7	91.0	103.8	81.5	75.5
O=c1cc(-c2ccccc2)nc(SCc2ccccc2Cl)[nH]1	86.3	92.9	98.7	90.8	104.0	92.2	86.6	98.3	94.9
CCOC(=O)/C(=C\c1ccc(Cl)cc1)P(=O)(OCC)OCC	82.5	67.1	86.5	78.4	80.0	78.5	76.2	64.2	52.5
COc1cccc(/C=C(\C#N)C(=O)c2ccccc2)c1	116.3	106.7	110.0	101.6	122.9	108.0	115.2	108.1	.
COc1ccccc1N(CCO)CCO	119.0	104.2	107.4	94.8	112.7	114.0	125.5	99.2	98.8
C1=C(c2ccccc2)c2ccccc2C1	78.4	98.5	99.5	96.3	.	96.3	101.2	101.3	96.0

High-throughput results deposited in PubChem BioAssay by NCI.
